# BLM helicase inh – blocks DNA unwinding by human BLM helicase; recombinant BLM DNA unwinding, fluorescence dequenching; P54132; Potency, µM (doses to about 56.1 µM), without a hit: top-dose activity change, negative = inhibition, hits mostly inhibitors; actives 0.2% (n = 350,000);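 note: plate controls were vehicle for no effect and no enzyme for full effect; nearly all actives have a fitted effect of over 35% in size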
# Pin1 inhibitor – blocks the human prolyl isomerase Pin1. Q13526. Pin1 FP peptide displacement, HiFluor488, 10 min. Potency, µM (doses to about 115 µM), for the others: top-dose activity, negative = inhibition, usual class: inhibitors. actives 0.009% (n = 390,000); active = well fitted inhibition curve with a large enough effect in the polarisation, with a control signal flat, not every such curve was filed as active; inconclusive = small, poorly fitted or top-dose-only effect, or effect the other way, or a change in a side signal; inactive = no such curve, though single readings can be large or run the other way; the % refers to the polarisation
# Target sequence (Q13526 whole entry, looked up): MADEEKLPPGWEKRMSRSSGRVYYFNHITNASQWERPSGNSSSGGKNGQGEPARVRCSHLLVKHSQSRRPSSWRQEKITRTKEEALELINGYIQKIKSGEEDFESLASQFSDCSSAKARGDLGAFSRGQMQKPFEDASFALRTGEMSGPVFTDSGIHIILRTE
# G9a inh – inhibitors of human histone lysine methyltransferase G9a | Q96KQ7 | G9a H3K9 monomethylation, AlphaScreen, 2 h | Potency, µM (titrated, usually from 102 µM), for inactives: top-dose activity, negative = inhibition, usual class: inhibitors | actives 8.8% (n = 350,000); note: nearly all actives have a fitted effect of over 75% in size
# Target sequence (Q96KQ7 913-1193 limits assumed): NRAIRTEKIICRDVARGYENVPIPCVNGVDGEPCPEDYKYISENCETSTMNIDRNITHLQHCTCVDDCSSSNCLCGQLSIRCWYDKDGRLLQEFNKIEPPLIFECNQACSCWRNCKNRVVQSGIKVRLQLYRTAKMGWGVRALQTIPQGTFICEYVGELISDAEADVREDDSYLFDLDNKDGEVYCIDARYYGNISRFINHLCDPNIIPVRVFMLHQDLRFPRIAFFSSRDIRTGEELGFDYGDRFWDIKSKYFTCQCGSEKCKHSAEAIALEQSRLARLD
#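 Readings reflect AlphaScreen signal from monomethyl-H3K9 antibody detection. HMT at 20 nM; substrate b-H3K9 500 nM; cofactor SAM 20 uM; 2 h RT reaction; compounds tested as titrations in qHTS with 15 min preincubation.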
# The depositor's hits bear a star; ? = inconclusive; nt = not tested or not shown; [ ] = remark or other dose. Unless noted, calls come from the whole dose curve; as a rule, active = well fitted curve in the direction sought with a large enough effect; inconclusive = small, poorly fitted or top-dose-only effect, or another doubt; inactive = no such curve, though single readings can be large; an effect the other way counts as inactive or inconclusive. Unless noted, % is set by controls: 0 for no effect and ±100 for the full control effect; potency is the fitted concentration of half-maximal effect.
BLM helicase inh	Pin1 inhibitor	G9a inh	compound
nt	-2.2%	nt	NC(=O)C1CCN(c2nccc(-c3ccc4c(c3)OCCO4)n2)CC1
nt	5.2%	nt	CN(C)c1cccc(-c2nnc(N3CCC(C(N)=O)CC3)s2)c1
nt	?	nt	CC(=O)Nc1sc2c(c1-c1nc3ccccc3s1)CCN(Cc1ccccc1)C2
nt	-1.9%	nt	CN(C)c1cccc(-c2cnc(N3CCC(c4ncc[nH]4)CC3)s2)c1
nt	-1.6%	nt	CC(=O)Nc1sc2c(c1-c1nc3ccccc3s1)CNCC2
nt	?	nt	NC(=O)C1CCN(c2ncc(Br)s2)CC1
nt	?	nt	CC(C)N1CCc2c(sc(NC(=O)C3CC3)c2-c2nc3ccccc3s2)C1
nt	-3.1%	nt	NC(=O)C1CCN(c2ncc(Br)cn2)CC1
nt	?	nt	CN1CCN(c2cccc(Nc3nn4c(=O)c5ccccc5nc4s3)c2)CC1
nt	3.8%	nt	CC(=O)Nc1sc2c(c1-c1nc3ccccc3s1)CN(C(C)C)C2
-2.0%	nt	2.7%[0.501 µM]	N#CCCn1c(=O)c(-c2ccc(F)cc2)nc2cnc(OCc3ccccc3)nc21
3.2%	nt	1.4%[0.501 µM]	Cc1noc(C)c1-c1cc(N2CCN(C)CC2)ncn1
-3.2%	nt	8.4%[0.501 µM]	CNc1ncnc2ccc(-c3ccc4c(c3)OCO4)cc12
-15.1%	nt	-2.3%[0.501 µM]	COc1cccc(-c2nccc(NCc3cccs3)n2)c1
3.3%	nt	9.4%[12.7 µM]	N#Cc1cccc(NC(=O)N2CC3(CCN(C(=O)c4ccco4)CC3)C2)c1
-4.0%	nt	-3.0%[0.501 µM]	CN1CCN(c2ncc3nc(-c4cn(C)c5ccccc45)c(=O)n(CCc4ccccc4)c3n2)CC1
6.7%	nt	?	O=C(c1cc(C(F)(F)F)cc(C(F)(F)F)c1)N1CCC[C@@]2(CCN(Cc3ccncc3)C2)C1
0.8%	nt	-2.7%[0.501 µM]	Cc1nc2cnc(N(C)C)nc2n(-c2ccccc2)c1=O
-3.1%	nt	?	COc1ccc(CCCn2ncc3c2nc(N)n2nc(-c4ccco4)nc32)cc1
0.9%	nt	1.1%[12.7 µM]	CC(C)CN1CC2(CCN(C(=O)c3ccco3)CC2)C1

# 6 compounds from above, arranged by their value in BLM helicase inh, lowest first.
BLM helicase inh	Pin1 inhibitor	G9a inh	compound
-15.1%	nt	-2.3%[0.501 µM]	COc1cccc(-c2nccc(NCc3cccs3)n2)c1
-3.1%	nt	?	COc1ccc(CCCn2ncc3c2nc(N)n2nc(-c4ccco4)nc32)cc1
0.8%	nt	-2.7%[0.501 µM]	Cc1nc2cnc(N(C)C)nc2n(-c2ccccc2)c1=O
0.9%	nt	1.1%[12.7 µM]	CC(C)CN1CC2(CCN(C(=O)c3ccco3)CC2)C1
3.2%	nt	1.4%[0.501 µM]	Cc1noc(C)c1-c1cc(N2CCN(C)CC2)ncn1
3.3%	nt	9.4%[12.7 µM]	N#Cc1cccc(NC(=O)N2CC3(CCN(C(=O)c4ccco4)CC3)C2)c1

# Going on with the list.
BLM helicase inh	Pin1 inhibitor	G9a inh	compound
-0.3%	nt	-0.6%[12.7 µM]	Cc1noc(C)c1C(=O)N1CCC[C@@]2(CCN(c3ccccc3)C2)C1
1.7%	nt	14.7%[12.7 µM]	COc1ccc(C(=O)N2CCC3(CCN(C)CC3)CC2)cc1
-6.2%	nt	7.1%[12.7 µM]	CN(C)c1ncc2nc(CCc3ccccc3)c(=O)n(C[C@H]3CCCO3)c2n1
-6.6%	nt	-7.6%[12.7 µM]	COc1ccc(C(=O)N2CCC3(CC2)CCN(c2cccc(-c4ccccc4)c2)CC3)cc1
3.2%	nt	-7.0%[0.501 µM]	COc1ccc2[nH]cc(CCNc3ncncc3-c3c(C)noc3C)c2c1
3.6%[21.4 µM]	nt	20.3%[21.5 µM]	COc1cc(=O)n(C)c2c(OC[C@@H](O)C(C)(C)O)cccc12
-5.2%	nt	0.9%[12.7 µM]	O=C(Oc1ccccc1)N1CCC2(CCCN(c3ccccc3)C2)CC1
-10.2%	nt	8.0%[0.501 µM]	COCCn1c(=O)c(-c2ccc(OC)cc2)nc2cnc(N3CCN(C)CC3)nc21
1.9%	nt	-24.7%[2.33 µM]	COc1ccc(-c2coc3c(OC)c(OC)cc(O)c3c2=O)cc1
0.4%	nt	7.2%[0.501 µM]	COc1ccc(-n2c(=O)c(CCc3ccccc3)nc3cncnc32)cc1
3.6%	nt	-4.2%[0.501 µM]	CN1CCN(c2ncc3nc(-c4ccc(F)cc4)c(=O)n(C4CC4)c3n2)CC1
1.4%	nt	-0.2%[12.7 µM]	COc1ccc(NC(=O)N2CCCC3(CCN(C(=O)c4cccc(F)c4)CC3)C2)cc1
0.0%	nt	1.8%[0.501 µM]	CN1CCN(c2ncncc2-c2ccc(C(=O)N(C)C)cc2)CC1
2.0%	nt	14.6%[0.501 µM]	COc1cccc(Nc2ncc3ncc(=O)n(C)c3n2)c1
1.9%	nt	-45.2%[2.33 µM]	O=C(/C=C/c1ccccc1)c1ccc(O[C@H]2OC(CO)C(O)C(O)C2O)cc1O (some centres not stated)
2.8%	nt	0.5%[0.501 µM]	CN1CCN(c2ncncc2-c2ccccc2Cl)CC1
0.6%	nt	-25.4%[59 µM]	C=C1O[C@@](CO)(n2cnc3c(N)ncnc32)[C@H](O)[C@@H]1O
3.1%	nt	-34.0%[2.33 µM]	COc1ccc2c(=O)c(CC(=O)O)coc2c1
0.6%	nt	-46.5%[0.501 µM]	COc1cccc(Cn2c(=O)cnc3cnc(Nc4ccccc4)nc32)c1
-8.8%	nt	-8.0%[12.7 µM]	COc1ccc(-c2nc3cnc(OC)nc3n(C3CC3)c2=O)cc1

# Filtered by structure: the compounds so far with fluorine
BLM helicase inh	Pin1 inhibitor	G9a inh	compound
-2.0%	nt	2.7%[0.501 µM]	N#CCCn1c(=O)c(-c2ccc(F)cc2)nc2cnc(OCc3ccccc3)nc21
6.7%	nt	?	O=C(c1cc(C(F)(F)F)cc(C(F)(F)F)c1)N1CCC[C@@]2(CCN(Cc3ccncc3)C2)C1
3.6%	nt	-4.2%[0.501 µM]	CN1CCN(c2ncc3nc(-c4ccc(F)cc4)c(=O)n(C4CC4)c3n2)CC1
1.4%	nt	-0.2%[12.7 µM]	COc1ccc(NC(=O)N2CCCC3(CCN(C(=O)c4cccc(F)c4)CC3)C2)cc1

# Carrying on.
BLM helicase inh	Pin1 inhibitor	G9a inh	compound
-16.2%	nt	-3.9%[2.33 µM]	CC1(C)SC2C(NC(=O)Cc3ccccc3)C(=O)N2C1C(=O)O (configuration not stated)
-1.9%	nt	10.1%[12.7 µM]	COc1ccc(NC(=O)N2CCCC3(CCN(C(=O)c4cccn4C)CC3)C2)cc1
-4.8%[120 µM]	nt	3.3%	COc1ccc2c(c1)OC(=O)CC2c1ccccc1C (configuration not stated)
3.5%	nt	0.6%[0.501 µM]	CN1CCN(c2cc(-c3ccccc3Cl)ncn2)CC1
-4.9%	nt	16.8%[59 µM]	COc1cccc(CNc2ccc3nc(-c4ccc(N)cc4)c(OC)n3n2)c1
-2.6%	nt	-0.1%[0.501 µM]	COc1ccccc1CNc1ccnc(-c2cccc(NS(C)(=O)=O)c2)n1
-0.5%	nt	-36.0%[2.33 µM]	CC(C)=CCc1c(O)cc2oc(C)cc(=O)c2c1O
-23.6%	nt	27.8%[0.501 µM]	COc1ccc(-c2nc3cnc(Nc4ccccc4)nc3n(C[C@H]3CCCO3)c2=O)cc1
2.5%	nt	31.3%[59 µM]	N[C@H](C(=O)O)[C@@H]1[C@@H](C(=O)O)C1(F)F
-10.4%	nt	-11.1%[59 µM]	CCOC(=O)c1ncc2[nH]c3cccc(OC(C)C)c3c2c1C
-0.5%[21.4 µM]	nt	40.8%[21.5 µM]	N[C@H](Cc1cc(I)c(Oc2ccc(O)c(I)c2)c(I)c1)C(=O)O
-8.1%	nt	-27.6%[2.33 µM]	COc1cccc(/C=C/C(=O)O)c1C(C)C
4.8%	nt	6.9%[12.7 µM]	CC(C)CN1CC[C@@]2(CCCN(C(=O)c3cnccn3)C2)C1
-1.0%	nt	2.9%[12.7 µM]	COC(=O)N1CCC2(CCCN(Cc3ccccc3OC)C2)CC1
-6.8%	nt	4.9%[0.501 µM]	CCNc1ncc2ncc(=O)n(Cc3cccc(OC)c3)c2n1
-0.8%[21.4 µM]	nt	44.5%[21.5 µM]	CC1(C)S[C@@H]2[C@H](NC(=O)C(N)c3ccccc3)C(=O)N2[C@H]1C(=O)O (some centres not stated)
2.0%	nt	3.2%[12.7 µM]	c1ccc(-c2cccc(N3CCC4(CCNCC4)CC3)c2)cc1
-0.9%	nt	-5.6%[12.7 µM]	COc1ccc(C(=O)N2CCC3(CCN(Cc4nccs4)CC3)CC2)cc1
1.5%	nt	-4.9%[12.7 µM]	COCC(=O)N1CCC2(CCCN(C(=O)Nc3ccccc3)C2)CC1
-10.5%	nt	31.0%[59 µM]	CCCCOC(=O)c1cc2c(cn1)[nH]c1ccccc12

# Individual results from the results shown:
# Entry for COc1ccc(-c2nc3cnc(Nc4ccccc4)nc3n(C[C@H]3CCCO3)c2=O)cc1 in BLM helicase inh: -23.6%
# Entry for COc1ccc(C(=O)N2CCC3(CCN(Cc4nccs4)CC3)CC2)cc1 in BLM helicase inh: -0.9%

# Reprinted at random: 2 compounds from above, in no set order.
BLM helicase inh	Pin1 inhibitor	G9a inh	compound
1.9%	nt	-24.7%[2.33 µM]	COc1ccc(-c2coc3c(OC)c(OC)cc(O)c3c2=O)cc1
nt	?	nt	CC(=O)Nc1sc2c(c1-c1nc3ccccc3s1)CCN(Cc1ccccc1)C2

# Additional compounds:
BLM helicase inh	Pin1 inhibitor	G9a inh	compound
-9.8%	nt	3.9%[0.501 µM]	COc1ncc2nc(-c3ccc(F)cc3)c(=O)n(CCc3ccccc3)c2n1
-7.2%	nt	2.4%[0.501 µM]	Cc1ccccc1-c1nc(N2CCN(C)CC2)c2ccccc2n1
-0.4%	nt	-4.4%[12.7 µM]	COc1cccc(Cn2c(=O)c(-c3cc(F)cc(F)c3)nc3cnc(OC)nc32)c1
-0.7%	nt	-5.4%[12.7 µM]	CS(=O)(=O)N1CCC2(CC1)CN(c1ccc(-c3ccccc3)cc1)C2
-8.7%	nt	-4.1%[0.501 µM]	COc1ccc(CNc2nc(-c3ccc4c(c3)OCO4)nc3ccccc23)c(OC)c1
3.0%	nt	-40.8%[2.33 µM]	C#C[C@]1(OC(C)=O)CCC2C3CCC4=CC(=O)CCC4C3CC[C@]21C (some centres not stated)
-1.9%	nt	4.2%[0.501 µM]	COc1ccc(-n2c(=O)c(-c3ccc(Cl)cc3)nc3cnc(N4CCNCC4)nc32)cc1
-13.8%	nt	-6.4%[0.501 µM]	FC(F)(F)c1ccccc1-c1nccc(NCc2cccs2)n1
-2.8%	nt	-5.1%[12.7 µM]	COc1ccc(Oc2ncc3nc(C)c(=O)n(-c4ccc(OC)cc4)c3n2)cc1
-15.3%	nt	0.7%[0.501 µM]	COc1ccc(-n2c(=O)c(-c3cccc(C#N)c3)nc3cnc(N4CCNCC4)nc32)cc1
1.3%	nt	-37.9%[0.501 µM]	CN(C)C(=O)c1ccc(-c2cncnc2N2CCNCC2)cc1
11.2µM*	nt	-139.7%[2.33 µM]	CC(=O)Oc1cc(-c2coc3cc(OC(C)=O)c(OC(C)=O)c(OC(C)=O)c3c2=O)cc(OC(C)=O)c1OC(C)=O
-12.1%	nt	2.5%[12.7 µM]	O=C(c1cccc(F)c1)N1CCC2(CCCN(Cc3cc(C(F)(F)F)cc(C(F)(F)F)c3)C2)CC1
-1.4%	nt	23.8%[0.501 µM]	O=c1c(-c2ccc(Cl)cc2)nc2cnc(N3CCOCC3)nc2n1Cc1ccc(F)cc1
3.2%	nt	-17.4%[0.501 µM]	COCCn1c(=O)c(-c2cccc(C#N)c2)nc2cnc(N3CCN(C)CC3)nc21
-0.7%	nt	7.8%[0.501 µM]	FC(F)(F)c1ccccc1-c1cc(NCc2cccnc2)ncn1
2.6%	nt	-32.9%[0.501 µM]	CN1CCN(c2ncc3nc(-c4cn(C)c5ccccc45)c(=O)n(C)c3n2)CC1
3.8%	nt	9.0%[0.501 µM]	Cc1noc(C)c1-c1ccc2ncnc(N3CCN(C)CC3)c2c1
-5.0%	nt	4.4%[0.501 µM]	COc1ccccc1-c1nc(N2CCOCC2)c2ccccc2n1
3.6%	nt	7.7%[0.501 µM]	CN(C)c1ncc2ncc(=O)n(C[C@H]3CCCO3)c2n1

# The list is partial; count on the stated rates, not on these rows.
